From PubChem
FXIa inh 1536: factor XIa (human) inhibition. P03951. purified FXIa, Boc-Glu-Ala-Arg-AMC fluorogenic substrate. 0.14% of 220,000 active. AID 798. inhibition, % at 5 µM;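 active = inhibition of at least 40%; inactive = inhibition below 40%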;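 note: fluorescence of freed AMC excited at 355 nm; 0% = enzyme without compound and 100% = no enzyme blank; many of its hits are not listed in these tables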
Hck Nef HTS: human Hck-Nef kinase inhibition; inhibition, % at 20 µM; P08631; 0.68% of 220,000 active; Recombinant Hck-YEEI plus Nef, Z-Lyte FRET kinase assay; AID 463187;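 active = Hck-Nef kinase inhibition above about 50%, limit read from the data; inactive = inhibition below that limit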;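 note: 0% = DMSO with Hck plus Nef and 100% = Hck alone without Nef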
Target sequence (P08631 whole entry, looked up): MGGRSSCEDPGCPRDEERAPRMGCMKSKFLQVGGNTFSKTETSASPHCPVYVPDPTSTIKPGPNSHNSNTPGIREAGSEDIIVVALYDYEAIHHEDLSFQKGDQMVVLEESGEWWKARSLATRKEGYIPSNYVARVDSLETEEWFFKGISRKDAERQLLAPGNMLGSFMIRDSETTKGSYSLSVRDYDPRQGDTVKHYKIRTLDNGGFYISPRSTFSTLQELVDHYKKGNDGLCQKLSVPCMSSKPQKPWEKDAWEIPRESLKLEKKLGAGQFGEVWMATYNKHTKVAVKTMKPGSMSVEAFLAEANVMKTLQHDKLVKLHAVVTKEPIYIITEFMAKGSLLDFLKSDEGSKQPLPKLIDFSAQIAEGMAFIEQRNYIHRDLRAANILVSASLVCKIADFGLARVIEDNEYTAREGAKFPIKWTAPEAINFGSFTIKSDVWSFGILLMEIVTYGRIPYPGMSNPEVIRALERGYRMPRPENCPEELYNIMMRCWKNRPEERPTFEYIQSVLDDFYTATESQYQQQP
L929 necroptosis: L929 zVAD cell death inhibition | L929 zVAD necroptosis rescue, ATP luminescence, 24 h; with zVAD 60 µM | viability rescue, % at 10 µM | 0.38% of 220,000 active | AID 1377;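 active = activation, scaled between plate controls, above about 75%, limit read from the data; inactive = activation under that limit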;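 note: 0% = zVAD with DMSO and 100% = DMSO alone without zVAD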
FXIIa inh 1536: factor XIIa (human) inhibition | P00748 | 0.3% of 220,000 active | purified FXIIa, Boc-QGR-AMC fluorogenic substrate, 2 h | inhibition, % at 5 µM; in the data active = inhibition above about 40%;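 note: 0% = enzyme with no compound and 100% = blank without enzyme; many of its hits are not listed in these tables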
hK5 inh: kallikrein 5 (human) inhibition; recombinant hK5, fluorogenic AMC substrate cleavage; inhibition, % at 5 µM; AID 873; 0.59% of 210,000 active; Q9Y337;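 active = inhibition of 40% or more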;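 note: 0% = enzyme controls without compound and 100% = no-enzyme blanks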
Target sequence (Q9Y337 67-293 limits assumed): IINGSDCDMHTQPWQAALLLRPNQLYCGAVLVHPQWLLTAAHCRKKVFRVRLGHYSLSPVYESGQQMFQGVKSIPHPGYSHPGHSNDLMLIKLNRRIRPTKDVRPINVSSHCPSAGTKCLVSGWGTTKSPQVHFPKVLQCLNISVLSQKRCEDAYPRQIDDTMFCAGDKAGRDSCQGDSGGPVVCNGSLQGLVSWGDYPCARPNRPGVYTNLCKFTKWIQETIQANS
TNF necrop inh: TNF-alpha cell death inhibition in Jurkat FADD-/- cells; Jurkat FADD-/- TNF necroptosis rescue, ATP luminescence, 24 h; 0 = TNF only, 100 = no-TNF cells; activation (protection from cell death), % at 10 µM; 0.068% of 220,000 active; AID 463075;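 active = activation, meaning protection from cell death, of at least 50% relative to plate controls; inactive = activation below 50%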;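 note: necroptosis triggered by 40 ng/mL TNF-alpha added together with compound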
KCC2 mod: modulators of human KCC2 chloride dependent transport. 2.2% of 190,000 active. Q9H2X9. B-score of Tl+ flux slope (higher = more flux/activation; lower = inhibition) at 10 µM. AID 1456. KCC2 cells, thallium flux FluoZin-2 fluorescence;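 active = thallium flux slope and its plate-corrected score both differing from the plate sample mean at a set confidence after two filtering rounds, in either direction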;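 note: slope of fluorescence scaled to starting intensity during 10 to 20 s after thallium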
Rad51 HR inh: Rad51 (human) homologous recombination inhibition; Q06609; AID 1385; inhibition, % at 10 µM; 0.085% of 200,000 active; hRad51 DNA strand exchange, fluorescence dequenching;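 active = inhibition above 40% at the single screening dose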;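 note: 0% = DMSO control wells and 100% = blanks with heterologous ssDNA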
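Assay system: Human Rad51 nucleoprotein filaments preassembled on unlabelled ssDNA | Reagent: Donor/quencher-labelled 47-bp dsDNA substrate | Doses: One concentration, 10 µM final | Times: 37 °C 15-min filament assembly, 30-min compound preincubation, 15-min exchange | Technique: Fluorescein emission 520 nm, excitation 485 nm | Benchmarks: Plate control and blank wells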
Thrombin inh: blocks human thrombin protease activity. inhibition, % at 5 µM. alpha-thrombin, Boc-VPR-AMC fluorogenic substrate cleavage. 0.26% of 220,000 active;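 active = inhibition at or above 40%; inactive = inhibition below 40%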;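 note: 0% = enzyme with no compound and 100% = wells without enzyme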
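Material: human alpha-thrombin protein; Also added: Boc-VPR-AMC substrate, 15 µM final; Timing: enzyme reaction carried out at room temperature; Signal: fluorescence, ex 355 nm, em 460 nm; Measure: % inhibition of thrombin; Controls: enzyme without compound as high, wells lacking enzyme as low.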
Starred values were filed as active, the others as inactive; nt = no result given. The list is partial; the hit share may differ from the screen's.

SMILES	FXIa inh 1536	Rad51 HR inh	FXIIa inh 1536	Thrombin inh	L929 necroptosis	TNF necrop inh	KCC2 mod	hK5 inh	Hck Nef HTS
O=C(Nc1ccccc1N1CCN(C(=O)c2ccc(Cl)cc2)CC1)c1cccnc1	0	-1	4	1	-0.5	-3.6	-0.42	0	4
Cc1c(NC(=O)c2cc3nc(-c4ccc(Br)cc4)cc(C(F)(F)F)n3n2)c(=O)n(-c2ccccc2)n1C	5	3	13	0	0.1	-2.5	-0.98	-3	1
CCO[C@H]1OC(C(=O)Nc2ccccc2)=C[C@@H](c2coc3ccccc3c2=O)[C@@H]1CCCO	-2	-2	3	-9	1.8	14	-1.6	-3	-2
O=C(c1ccncc1)N1CCN(c2cccc(C(F)(F)F)c2)CC1	-2	2	15	4	0.2	0.5	-0.078	-11	0
COc1cccc(C(=O)N(Cc2ccc(N(C)C)cc2)C2CCS(=O)(=O)C2)c1 (stereo not drawn)	2	4	14	2	-0.2	0.6	-1.5	-22	0
COc1cccc(/C=N/NC(=O)C(=O)N2CCCC2)c1OC	-1	nt	16	-4	0.0	-1.9	1.8	-4	1
CC(C)(C)C(=O)O/N=C(\N)COc1cccc(Cl)c1	-3	nt	5	-9	-0.6	0.5	0.96	1	14
O=C(NCCCN1CCOCC1)C1(c2ccccc2)CCOCC1	12	-2	12	-2	-0.1	-0.4	-0.7	1	2
COc1ccc(CN2CCN(c3ccccn3)CC2)c(OC)c1C	4	-22	8	-2	0.3	3.9	-1.7	0	3
Cc1cccc(N2CCN(C(=O)N3CCCCC3)CC2)c1C	-3	1	5	5	-0.2	-1.5	-0.14	-5	28
CCOC(=O)c1ccc(NC(=O)CC2SC(=NC)N(C)C2=O)cc1 (stereo not drawn)	-2	-11	17	3	0.1	-0.8	1.1	0	-1
COc1ccc(NC(=O)c2cc3c(=O)n(C)c4ccccc4c3n2C)cc1Cl	-2	21	7	-3	0.8	2.7	-1.6	2	61*
COc1ccc(C=O)cc1OS(=O)(=O)c1ccc(NC(C)=O)cc1	37	nt	7	4	0.0	-3.5	1.4	22	0
Cn1c(CSCc2ccccc2Cl)n[nH]c1=S	0	-3	6	-6	10	-0.1	-3.1	4	17
Cc1ccc(C(=O)NNC(=S)NC(=O)c2ccc(Cl)cc2Cl)cc1	6	nt	12	2	-0.1	1.0	59*	-243	0
CCc1cccc(C)c1NC(=O)c1cccc(N(C)C)c1	-3	-5	6	-1	-0.3	-4.4	0.56	4	2
CN(C)C(CNC(=O)c1cccc(S(=O)(=O)N(C)C)c1)c1ccccc1 (stereo not drawn)	-4	-1	9	-5	-1.2	0.6	-0.0084	4	0
Cc1cnc(NC(=O)Cc2c[nH]c3ccccc23)s1	-6	-2	-6	-5	-0.2	3.8	0.58	7	-1
O=C(CCC1CCCC1)Nc1nnc(-c2ccc3c(c2)OCO3)s1	18	-1	20	-9	0.6	3.3	0.91	7	0
NC(=O)c1ccccc1NC(=O)CCN1C(=O)c2ccccc2C1=O	-7	5	3	-5	-0.1	-0.6	0.89	2	0
COc1ccc(N2CCN(c3nc4c(c(=O)[nH]c(=O)n4C)n3Cc3cccc(C)c3)CC2)cc1	2	nt	6	-2	nt	-2.9	-0.72	-12	4
CCN(C(=O)COC(=O)/C=C/c1ccccc1)C1CCCCC1	-1	-2	-6	-10	4.3	1.4	-2.1	-6	28
O=C(Nc1nnc(C2CCCC2)s1)C1CCN(S(=O)(=O)c2ccc(Cl)cc2)CC1	0	3	0	0	1.0	-0.1	0.025	2	-1
O=C(O)c1ccc2noc(-c3ccccc3)c2c1	-12	nt	-10	-4	0.3	-0.1	nt	-16	2
O=C(CCN1C(=O)C2C3C=CC(C3)C2C1=O)Nc1ccc2ncccc2c1 (stereo not drawn)	11	-1	21	5	0.2	-0.6	1.1	1	0
CN(C)C(=O)CSc1n[nH]c(=O)[nH]c1=O	-7	-22	4	0	0.3	-0.4	-1.4	-3	18
COc1cc(SC)ccc1C(=O)NC1CCCCC1	2	6	18	3	4.0	-2.4	-0.84	7	-1
CC1CCCN(C(=S)NCc2ccccc2)C1 (stereo not drawn)	4	15	12	-1	nt	1.5	-0.79	-14	4
OC1CCN(CC(O)C(F)(F)F)CC1 (stereo not drawn)	-1	26	8	3	0.9	0.3	0.54	-8	-3
O=C(CSc1nnc(-c2ccccc2Br)o1)Nc1cccc2ccccc12	8	2	11	2	0.0	1.7	1.3	-16	-1
O=C(Cn1nnc2ccccc2c1=O)NCC1CCC(C(=O)O)CC1 (stereo not drawn)	-1	nt	2	-6	0.0	3.0	0.9	-3	0
OCCC1CN(C2CCN(c3ccccc3)CC2)CCN1Cc1ccc(F)c(F)c1 (stereo not drawn)	-1	4	11	2	-0.3	1.3	-0.29	4	29
Cn1nc([N+](=O)[O-])c2c(-c3nc4ccccc4s3)c(N)n(C3CCCCC3)c2c1=O	7	-3	18	4	-0.1	1.6	nt	9	-1
O=C(CN1CCN(Cc2ccccc2F)C1=O)NC1CCCC1	-5	-3	8	2	1.1	0.5	-0.62	1	1
COc1cccc(CN2CCNC(=O)C2CC(=O)O)c1OC (stereo not drawn)	2	8	10	0	0.2	-0.6	nt	-12	6
COc1ccc(S(=O)(=O)NCc2ccccn2)cc1Cl	-4	10	4	-8	-1.1	2.1	-0.0026	-21	8
Cc1cc(C(=O)NNC(=O)Nc2ccccc2)no1	-1	nt	3	-14	1.0	4.5	0.28	-1	10
CCCC(C)c1nnc(NC(=O)C(=O)OCC)s1 (stereo not drawn)	-3	-101	5	2	1.1	-0.7	0.22	-9	11
Cc1nc2cc(-c3ccccc3)nn2c(C)c1CCC(=O)NC(C)c1ccc2c(c1)OCCO2 (stereo not drawn)	7	nt	15	-1	nt	-0.5	-2.5	-16	-1
O=Cc1cccn1-c1cccc([N+](=O)[O-])c1	-4	-3	3	-7	1.0	-0.1	1.8	-4	27
Cn1c(CSc2nc3ccccc3s2)nc2ccccc21	-5	7	6	-5	-0.4	5.7	-4.4*	14	0
C/C=C/c1ccc(OCCOc2cccc3cccnc23)c(OC)c1	-4	-6	-7	-8	-0.1	1.0	-2.2	-4	-3
O=C(NNC(=S)NCc1ccccc1)c1ccc(OC(F)F)cc1	-4	1	-6	-10	0.9	1.6	-0.6	-51	3
COc1ccccc1NS(=O)(=O)c1cc(NC(=S)Nc2cc(C)cc(C)c2)ccc1Cl	-5	nt	3	-9	-0.6	-1.9	0.091	-26	0
CCC(=O)Nc1ccc(S(=O)(=O)N2CCCCC2)cc1OC	1	5	12	5	-0.6	0.4	nt	-11	-2
O=C(NCc1ccc(Cl)cc1)c1cc2c(nc3sccn32)s1	-5	-4	10	3	1.1	0.5	0.041	-2	3
Cn1c(=O)n(C)c2cc(NS(C)(=O)=O)ccc21	21	4	21	9	2.2	0.7	nt	5	5
COc1ccc(-c2[nH]ncc2/C=N\NS(=O)(=O)c2ccccc2)cc1OC	-1	nt	-4	-1	-0.8	1.8	0.65	-24	3
Cn1cccc1Cc1nnc(SCC(=O)Nc2ccc(F)cc2)n1CCc1ccccc1	3	0	9	-4	-1.0	1.8	-0.78	6	-2
CC1=C(C(=O)N2CCOCC2)C(c2cc(C)ccc2C)NC(=S)N1 (stereo not drawn)	18	4	38	-5	0.6	1.2	-0.13	6	15
CCOC(=O)C1=C(c2ccccc2)N=c2s/c(=C\c3ccco3)c(=O)n2C1c1cccs1 (stereo not drawn)	7	nt	10	0	0.3	-5.5	0.05	1	1
Cc1c(NC(=O)c2cc3nc(-c4ccc(Cl)cc4)cc(C(F)(F)F)n3n2)c(=O)n(-c2ccccc2)n1C	-3	2	0	1	0.2	-1.6	nt	-13	1
C/C(=N\NC(=O)COc1ccccc1[N+](=O)[O-])c1cccs1	-3	6	1	-3	0.0	1.0	nt	-11	29
Cc1nc(NC(=O)CSc2nnnn2C)sc1C	-4	10	6	-3	1.6	-0.6	0.56	-11	2
CCc1cc2c(C)cc(=O)oc2cc1Oc1ncccc1[N+](=O)[O-]	-4	-11	6	-7	-0.7	0.0	1.7	-3	13
O=C(C/C=N\O)Nc1ccc(Oc2ccccc2)cc1	-3	5	9	-5	1.6	-2.4	-0.1	-2	2
COc1ccc(S(=O)(=O)Nc2nc3n(n2)C(c2ccc(Cl)cc2)CC(=O)N3)cc1 (stereo not drawn)	5	nt	12	-3	-0.2	-2.2	0.022	-4	1
Cc1ccc(NCCNc2ccc(C)cc2)cc1	6	-4	-2	0	-0.1	1.3	1.1	25	1
CN(C)c1ccc(C=Nc2ccccc2C(N)=O)cc1	-9	nt	-9	-1	-0.2	-1.5	-0.034	-29	3
COC(=O)c1nnn(-c2nonc2N)c1CSc1ccc(Cl)cc1	3	1	13	-1	0.9	-1.0	nt	-10	7

Compounds from the list above that have bromine:
SMILES	FXIa inh 1536	Rad51 HR inh	FXIIa inh 1536	Thrombin inh	L929 necroptosis	TNF necrop inh	KCC2 mod	hK5 inh	Hck Nef HTS
Cc1c(NC(=O)c2cc3nc(-c4ccc(Br)cc4)cc(C(F)(F)F)n3n2)c(=O)n(-c2ccccc2)n1C	5	3	13	0	0.1	-2.5	-0.98	-3	1
O=C(CSc1nnc(-c2ccccc2Br)o1)Nc1cccc2ccccc12	8	2	11	2	0.0	1.7	1.3	-16	-1

More compounds.
SMILES	FXIa inh 1536	Rad51 HR inh	FXIIa inh 1536	Thrombin inh	L929 necroptosis	TNF necrop inh	KCC2 mod	hK5 inh	Hck Nef HTS
CCC(NS(=O)(=O)c1ccc(C)cc1)C(=O)Nc1ccc(NC(C)=O)cc1 (stereo not drawn)	-4	nt	6	-6	-0.3	-1.5	0.72	-15	1
COc1cc(CNCCCN2CCOCC2)c(Br)cc1OCC(=O)Nc1ccccc1C	-1	-50	8	3	-0.5	2.8	0.37	-3	-7
CCCc1nnc(NC(=O)c2cccs2)s1	0	0	5	0	0.0	-0.3	0.46	-11	0
CCCc1ccc(-c2ccc(/C=C/C(=O)O)cc2)nc1	3	3	11	-12	-0.5	1.2	0.38	-7	2
CCCCCCC(=O)N1CCN(c2cc3c(cc2F)c(=O)c(C(=O)O)cn3CC)CC1	nt	-2	nt	nt	-0.6	-3.2	0.11	nt	0
Cc1ccc(-c2nnc(SCC(=O)NC3CCCc4ccccc43)n2N)cc1 (stereo not drawn)	-2	-7	3	-4	0.6	-0.4	-0.016	-25	5
COc1ccc2c(c1)CCC/C2=N\NC(=O)c1ccoc1C	5	nt	14	-1	1.1	1.5	0.37	0	0
COc1ccc(-c2sccc2C(C)C(=O)O)cc1 (stereo not drawn)	20	-4	29	3	-0.1	-1.5	1.5	-17	2
COC(=O)C(C)N(C#N)c1nc(C)cc(C)n1 (stereo not drawn)	6	-3	17	-1	-0.2	-1.1	0.12	5	0
O=[N+]([O-])c1ccc(C(=S)N2CCN(Cc3ccccc3)CC2)cc1	-4	-7	3	8	-0.3	-2.7	nt	-25	0
COc1ccc(CNC(=O)CN2CCC(n3nnc4cc(F)ccc43)CC2)cc1	-7	-11	0	-2	-0.6	2.0	nt	-6	23
